WT yeast gro inh = growth inhibition of WT yeast, mitochondrial fusion screen; mitochondrial fusion phenotypic screen, WT strain; inhibition, % at 10 µM; 190,000 compounds, 2.1% hits; AID 1362; in the data active = inhibition above about 58%; tested in S. cerevisiae
ER stress rescue = protection against thapsigargin-triggered cell killing – 384-well, CSM14.1, ATP luminescence, primary screen (AID 1222). CSM14.1 thapsigargin-induced death rescue, ATP luminescence; higher % means a stronger effect. cellular ATP content (survival), % at 20 µM; hits with a dose series show EC50 in µM. 190,000 tested, under 10 active;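 active = EC50 below 50 µM in the dose-response confirmation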;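 also: death triggered by thapsigargin at about 15 µM added after 2 h compound pretreatment; cell ATP read after overnight thapsigargin exposure of roughly 18 to 22 hours; normalized against plate controls of thapsigargin alone and 5% DMSO vehicle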
Lipid droplet = modulators of hepatic lipid droplet formation; inhibition, % at 6.5 µM; AML12 mouse hepatocytes, oleate lipid droplets, BODIPY imaging; 240,000 compounds, 0.4% hits;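 active = lipid droplet intensity inhibited by at least 50%, with more than 500 cells counted; inconclusive = wells with under 300 cells, treated as cytotoxic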
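Test system: AML12 mouse liver cells; schedule: overnight exposure; technique: high-content imaging of BODIPY-stained droplets and DAPI nuclei; read-out: % inhibition of corrected integrated BODIPY droplet signal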
human PMI inhibition = MPI enzyme activity inhibition – biochemical, fluorescence intensity, coupled assay, primary screen (AID 1209); purified PMI enzyme, coupled fluorescence intensity; higher % means a stronger effect; one-dose inhibition, % at 20 µM; IC50 in µM for titrated hits; 190,000 compounds, 0.42% hits;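 also: plate controls were DMSO vehicle for no effect and wells lacking substrate for full effect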
Myeloid diff MLP = compounds promoting myeloid differentiation; 360,000 compounds, 1% hits; ER-HoxA9 myeloid progenitors, lysozyme-GFP differentiation, flow cytometry; calls only at 10 µM; AID 624256;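 active = normalized GFP-positive differentiation at or above the plate's own cutoff, the solvent-only control mean plus 3 SD; inconclusive = no clear call, values can overlap the other calls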;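 also: cells exposed to compound for four days before flow analysis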
M1AAP inhibition = malaria alanyl aminopeptidase activity blockers – biochemical, fluorogenic H-Leu-NHMec substrate, 1536-well (AID 1445). recombinant M1AAP, H-Leu-NHMec fluorogenic kinetic assay; higher % means a stronger effect. inhibition, % at 30 µM, or IC50 in µM where a hit was titrated. 220,000 compounds, 0.42% hits;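 active = primary inhibition above the hit cutoff, then over 50% inhibition at one or more dose response concentrations, cut at about 23% in these data, passing the limit was not always enough; inconclusive = conflicting primary data, or primary hits not chosen for dose response; inactive = low primary inhibition, or under 50% at every dose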;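 also: plate controls were DMSO full reaction for no effect and no enzyme background for full effect; strong numbers were not always called active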
K1F lysis inhibition = protection from phage-mediated lysis, alamar blue read-out – E. coli UTI89, K1F phage, bacterial capsule biogenesis inhibitors (AID 488966) | E. coli UTI89 K1F phage lysis, alamar blue, 2 h; higher % means a stronger effect | inhibition, % at 100 µM, or IC50 in µM where a hit was titrated | 340,000 compounds, 0.02% hits;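 active = phage lysis inhibition, versus mean bacterial control, above a set limit; inconclusive = no clear call, values can overlap the other calls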;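 also: capsule biogenesis inhibitors block K1F phage lysis so surviving cells raise fluorescence; higher fluorescence means more inhibition of phage lysis; actives were called in the ten point dose series up to 300 µM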
TNAP activation fold = stimulation of alkaline phosphatase TNAP activity – biochemical, luminescent, no phosphate acceptor, uHTS, primary screen (AID 1001) | 200,000 compounds, 0.03% hits | one-dose activation fold at 20 µM; EC50 in µM for titrated hits | purified TNAP, luminescent activation assay, no phosphate acceptor; higher activation fold means a stronger effect; in the data active = activation fold from about 3, or a potency from the dose series; inactive = the rest, 99 in 100 with activation fold below about 1.6; also: many of its hits are not listed in these tables
human PMI inhibitors = MPI inhibition at elevated mannose 6-phosphate – biochemical, fluorescence intensity, high mannose 6-phosphate, primary screen (AID 1220). recombinant PMI enzyme, coupled fluorescence intensity; higher % means a stronger effect. inhibition, % at 20 µM; hits with a dose series show IC50 in µM. 190,000 compounds, 0.66% hits
WT yeast gro inh mutant strain = further read-out of WT yeast gro inh, marked with its call; inhibition, %; mitochondrial fusion phenotypic screen, mutant strain inhibition
Lipid droplet cells 6.5 µM = second read-out of Lipid droplet, no call of its own (marks repeat the call); cell count; measured here: cell count, cytotoxicity flag;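 cells counted across two imaged fields per well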
Myeloid diff MLP GFP+ MAC1+ % = second read-out of Myeloid diff MLP, no call of its own (marks repeat the call); GFP+ MAC1+ double positive, %; measured here: differentiation confirmed by MAC1 staining
* marks the source's active call; other numbers are inactive results; i = inactive; ? = inconclusive; nt = no result given; [ ] = dose if it differs, or a comment. Rule as the data show it, unless noted: active = inhibition above about 50%; inactive = the rest.

item	smiles	WT yeast gro inh	WT yeast gro inh mutant strain	ER stress rescue	Lipid droplet	Lipid droplet cells 6.5 µM	human PMI inhibition	Myeloid diff MLP	Myeloid diff MLP GFP+ MAC1+ %	M1AAP inhibition	K1F lysis inhibition	TNAP activation fold	human PMI inhibitors
1	CCCCN=C1N/C(=C\c2ccco2)C(=O)N1c1ccccc1	13	-21	1.1%	nt	nt	-2%	i	0.3	9%	1.0%	1	1%
2	COc1cccc(Cn2c(N)c(C#N)c3nc4ccccc4nc32)c1OC	-7	5	1.7%	nt	nt	6%	i	0.8	2%	3.4%	1.2	24%
3	CC(=O)c1ccc(NC(=S)Nc2ccc(Br)c(Cl)c2)cc1	77*	69*	-1.4%	-18	650	1%	i	0.9	5%	0.1%	1	3%
4	CCOC(=O)C1=C(C)NC(=O)NC1/C=C/c1ccccc1OC (stereo unspecified)	11	2	-1.4%	3	699	6%	i	0.7	3%	-0.1%	1.1	6%
5	Cc1ccc(C)c(S(=O)(=O)NCCCN2CCOCC2)c1	21	3	1.8%	-3	703	-4%	i	0.4	1%	-0.2%	1.1	-1%
6	CCCCCn1c(SC(C)C(C)=O)nc2c1c(=O)[nH]c(=O)n2C (stereo unspecified)	10	3	-0.8%	nt	nt	0%	i	2.8	1%	-0.1%	1.1	5%
7	CCCc1c(CC)c(=N)c2ccccc2n1C	0	-3	-3.0%	1	637	10%	i	1.0	38%	0.9%	1	-2%
8	O=C1c2ccccc2S(=O)(=O)N1CC1CC(c2ccc(Cl)cc2)=NO1 (stereo unspecified)	20	8	-3.8%	nt	nt	6%	i	0.5	-1%	0.1%	1.1	5%
9	COc1ccc2ccccc2c1/C=N/NC(=O)CC1(C)OCCCO1	-8	-16	-4.1%	-21	708	-5%	i	0.7	11%	0.3%	1	-2%
10	C/C=C(\C)C(=O)Nc1cccc(C2=NOC3(C2)C[C@H](C(N)=O)N(C(=O)C(c2ccccc2)c2ccccc2)C3)c1 (stereo partly specified)	nt	nt	nt	27	738	nt	i	1.5	-3%	3.1%	nt	nt
11	O=C(O)c1ccc(-n2c(-c3cc(C4CC4)[nH]n3)n[nH]c2=S)cc1	nt	nt	nt	-9	722	nt	i	0.3	3%	0.2%	nt	nt
12	COc1cc(C(=O)NCc2nnc(SCC(=O)Nc3nc4ccccc4s3)o2)cc(OC)c1OC	-5	-18	-2.4%	3	691	-19%	i	0.9	1%	0.9%	0.9	-10%
13	Nc1nc(SCc2ccccc2Cl)n[nH]1	-6	-20	-1.0%	19	807	4%	i	2.4	3%	4.3%	1.1	0%
14	CCCn1c(N)cc(=O)n(C)c1=O	10	-18	-0.6%	29	674	-4%	i	0.4	2%	0.1%	1.1	-8%
15	CCS(=O)(=O)N1CCN(c2cccc(C)c2C)CC1	-7	-7	-2.3%	nt	nt	2%	i	0.6	8%	0.6%	1	-1%
16	O=C(Nc1ccon1)c1cc2c(s1)CCCC2	-8	-4	-4.6%	2	707	2%	i	0.2	9%	1.1%	1.1	-1%
17	CCn1ncc(/C=N/NC(=O)c2ccc3c(c2)OCO3)c1C	-8	-4	-2.3%	nt	nt	5%	i	1.7	7%	7.5%	1.1	4%
18	COc1cscc1C(=O)O	nt	nt	nt	7	729	nt	i	0.4	-2%	0.2%	nt	nt
19	CCn1c(SCC(=O)NCCc2ccccc2)nnc1C(C)C	2	-14	-1.0%	7	751	-11%	i	0.1	-8%	-0.6%	1.1	-17%
20	COc1cc(OC)cc(C(=O)N[C@H](C(=O)OCC(=O)Nc2sccc2C#N)C(C)C)c1	-16	0	1.5%	0	695	9%	i	1.8	1%	-0.5%	1.1	19%
21	CSCCC(N=Cc1c(O)n(-c2ccc(F)cc2)c(=O)[nH]c1=O)C(=O)O (stereo unspecified)	1	17	-1.6%	nt	nt	-4%	nt	nt	0%	nt	1	-9%
22	O=Cc1ccc(O)c(O)c1	6	11	8.5%	9	727	26%	i	2.4	17%	-0.5%	1	-5%
23	CC1C/C(=N\NC(=S)NCc2ccccc2)CC(C)(C)C1 (stereo unspecified)	64*	62*	-2.0%	6	791	2%	i	1.3	7%	0.4%	1	-13%
24	Cc1noc2nc(-c3cccs3)cc(-c3nnc4n3CCCCC4)c12	nt	nt	-1.4%	nt	nt	2%	nt	nt	nt	nt	1	10%
25	CCOC(=O)CNc1c(-c2ccccc2)nc2ccc(Cl)cn12	24	26	-2.4%	nt	nt	22%	i	1.0	13%	1.2%	1.1	25%
26	CC1=C(C#N)C(Nc2cc(C)ccn2)(C(F)(F)F)C(=O)N1 (stereo unspecified)	13	12	-0.6%	-3	777	7%	i	2.7	6%	0.0%	1.1	3%
27	Cc1cc(Oc2nnnn2-c2ccccc2)ccc1Cl	1	2	-0.5%	8	811	14%	i	0.4	-4%	0.5%	1	10%
28	C/C(=N\NC(=O)CC#N)c1cc2ccc(O)cc2oc1=O	-2	-5	-0.2%	-9	618	-12%	i	0.7	16%	0.1%	0.5	11%
29	Cn1c(=O)c2c(nc(SCC(=O)N3CCc4ccccc4C3)n2C)n(C)c1=O	44	7	-1.6%	nt	nt	9%	i	6.1	0%	-1.9%	1.2	14%
30	CCOc1ccc(Cc2onc3c2C(=O)CCC3)cc1OCC	3	-2	0.7%	5	655	-3%	i	0.4	3%	0.2%	1.1	-1%
31	O=C(NNC(=O)C1CCN(S(=O)(=O)c2cccc(Cl)c2)CC1)C1CC1	nt	nt	nt	0	682	nt	i	0.1	1%	1.6%[50 µM]	nt	nt
32	COCn1c(-c2ccccc2)nc2ccccc21	7	-4	-0.8%	nt	nt	-4%	i	1.5	-8%	-0.1%	1.1	-6%
33	COC(=O)c1cccnc1-n1c(=O)c2cccnc2n(CC(=O)Nc2ccc(Br)cc2)c1=O	-12	10	nt	-6	682	10%	i	0.1	-1%	-0.1%	1.1	7%
34	S=C1NC2=C(CCC/C2=C\c2ccc(Cl)cc2)C(c2ccc(Cl)cc2)N1 (stereo unspecified)	nt	nt	nt	-30	595	nt	i	1.3	14%	-1.9%	nt	nt
35	COc1ccccc1CC(=O)Nc1ccc2c(c1)CCC2	-7	-6	-2.0%	-2	684	8%	i	0.7	-1%	7.8%	1	-2%
36	COc1ccc(/C(N)=N/OC(=O)Cc2ccc(C)cc2)cc1OC	26	16	-1.0%	-50	623	8%	i	0.3	0%	0.0%	0.8	7%
37	O=C(NN1C(=O)C2C(c3ccccc3)C=CC(c3ccccc3)C2C1=O)c1ccncc1 (stereo unspecified)	6	3	-0.8%	-2	717	-3%	i	0.0	-1%	0.0%	1.1	-4%
38	NC(=O)C[n+]1cccc(CNC(=O)c2ccc(OC(F)F)cc2)c1	-6	7	-1.6%	2	684	-5%	i	0.6	4%	-0.1%	1	8%
39	COc1ccc(OC)c(CNn2c(-c3cccc(C)c3)nc3ccccc3c2=O)c1	16	11	4.6%	-2	804	14%	i	8.8	1%	0.6%	1.1	4%
40	O=C(CN(C(=O)Cn1nnc(-c2ccc(F)cc2)n1)C1CCCC1)NC1CCCC1	-6	-13	-1.0%	nt	nt	8%	i	7.4	3%	-1.0%	1.1	-1%
41	CCC(C)(C)NC(=S)Nc1ccc(-c2nc3ccc(C)cc3s2)cc1	2	2	-2.9%	15	670	-10%	i	0.4	9%	2.4%	1.2	-16%
42	CN(C)C(=O)c1nc2ccccc2s1	-6	-3	-1.1%	4	692	5%	i	0.1	-1%	2.8%	1	7%
43	CCO/N=C/c1ccc(OC)c(Oc2nc(OC)cc(OC)n2)c1	-1	11	1.1%	-12	678	7%	i	1.9	10%	-0.1%	1.1	6%
44	CCN(CC(=O)NC(C)(C)C)C(=O)C(c1ccccc1)c1ccccc1	-1	-10	-0.1%	14	703	4%	i	1.3	-2%	1.2%	1.1	-1%
45	CC(C)C(CCNC(=O)CN1C(=O)c2ccccc2C1=O)c1ccco1 (stereo unspecified)	10	11	6.0%	14	669	0%	i	0.7	12%	-0.1%	1	-2%
46	O=C(Cc1ccc(F)cc1)c1ccc(O)cc1O	-34	-27	2.5%	nt	nt	1%	i	1.0	0%	0.0%	1	5%
47	O=C(NCc1ccc(Cl)cc1)C1CCN(S(=O)(=O)c2ccc(F)cc2)CC1	0	15	0.3%	0	627	-3%	i	0.6	10%	2.0%	1.1	-7%
48	Cc1ccc(-c2csc3nc(C)n(-n4c(C)ccc4C)c(=O)c23)o1	7	-19	-0.5%	nt	nt	6%	i	0.9	2%	-0.8%	1.1	11%
49	CCOc1ccccc1Nc1nc2ccccc2n1C(C)C	15	19	-1.2%	6	653	0%	i	0.5	3%	-0.1%	1.3	-4%
50	Cc1cc(N2CCN(S(=O)(=O)c3ccc(C)c(C)c3)CC2)c2ccccc2n1	8	2	2.1%	7	686	9%	i	0.4	-2%	12%	1.2	4%
51	COC(=O)CSc1nnc(-c2ccc(S(=O)(=O)N3CCC(C)CC3)cc2)o1	9	-13	3.6%	nt	nt	-7%	i	0.9	2%	0.0%	1.1	-5%
52	Cc1ccc(C(C(=O)NC2CCCC2)N(Cc2cccnc2)C(=O)c2snc(C(N)=O)c2N)o1 (stereo unspecified)	-18	0	-2.6%	nt	nt	-1%	i	2.4	8%	-0.1%	1.1	-10%
53	Cn1c(-c2ccc(Cl)cc2)ccc(C#N)c1=O	3	11	-1.1%	17	607	-7%	i	1.5	5%	-0.1%	0.9	-2%
54	COc1ccc(CC(=O)NNC(=O)c2ccncc2)cc1	5	-1	-2.3%	-1	715	3%	i	0.6	3%	-0.1%	1	-1%
55	CC(C)CNC(=O)COC(=O)c1cc(Cl)cc(Cl)c1N	12	11	0.0%	13	789	2%	i	0.9	14%	2.6%	1.1	-2%
56	Cc1cc(Br)ccc1NC(=O)CNC(=O)Cn1ncc(Cl)c(Cl)c1=O	3	11	1.5%	1	744	9%	?	nt	1%	-0.8%	1	8%

Bioassay records as filed in PubChem.
